Bioassay records (PubChem BioAssay)
Pf gamet viab = P. falciparum stage V gametocyte viability inhibition; inhibition, % at 10.9 µM; 150,000 tested, 0.065% active; P. falciparum stage V gametocytes, ATP luminescence, 24 h;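 active = inhibition above the mean plus 3 SD of compounds within the control limits, set per campaign, cut at about 38% in these data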;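 also: 0% = DMSO wells and 100% = medium only without gametocytes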
Rab2A wt mod = changes GTP binding to wildtype dog Rab2A, up or down; GTP binding activity, % at 10 µM; P61105; 190,000 tested, 0.19% active; GST-Rab2 wt beads, Bodipy-GTP binding, flow cytometry;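 active = GTP binding activity at least 20 points away from 100%, either lowered or raised; inconclusive = signal likely due to the compound's own green fluorescence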;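 also: 0% = beads with excess unlabeled GTP and 100% = no-compound control corrected for plate trend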
Avidin fluor = avidin bead compound fluorescence profile | Avidin beads, compound fluorescence 488/530 nm, flow cytometry; stronger effect = higher value | fluorescence (KMESF) at 10 µM | 220,000 tested, 0.38% active; in the data active = fluorescence above about 47; also: inactives centre near 10
Rac1 act GTP bind = alters GTP binding to activated mutant human Rac1; P63000; 190,000 tested, 0.11% active; GST-Rac1 activated beads, fluorescent GTP binding, flow cytometry; actives lie on both sides; 100% means binding = to untreated wells; AID 764; percent activity (GTP binding), % at 10 µM;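 active = GTP binding at least 20 percentage points away from the 100% baseline, in either direction, so actives lie on both sides; inconclusive = Compound likely fluorescent itself, or too few beads counted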
ABCG2 inh = inhibitors of human ABCG2 transporter, ABCB1 counter-screen | Q9UNQ0 | 190,000 tested, 0.1% active | inhibition, % at 6.6 µM | IgMXP3 cells, JC-1 efflux, flow cytometry;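 active = inhibition above 80%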;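 also: 0% = DMSO and 100% = nicardipine control wells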
Target sequence (Q9UNQ0 whole entry, looked up): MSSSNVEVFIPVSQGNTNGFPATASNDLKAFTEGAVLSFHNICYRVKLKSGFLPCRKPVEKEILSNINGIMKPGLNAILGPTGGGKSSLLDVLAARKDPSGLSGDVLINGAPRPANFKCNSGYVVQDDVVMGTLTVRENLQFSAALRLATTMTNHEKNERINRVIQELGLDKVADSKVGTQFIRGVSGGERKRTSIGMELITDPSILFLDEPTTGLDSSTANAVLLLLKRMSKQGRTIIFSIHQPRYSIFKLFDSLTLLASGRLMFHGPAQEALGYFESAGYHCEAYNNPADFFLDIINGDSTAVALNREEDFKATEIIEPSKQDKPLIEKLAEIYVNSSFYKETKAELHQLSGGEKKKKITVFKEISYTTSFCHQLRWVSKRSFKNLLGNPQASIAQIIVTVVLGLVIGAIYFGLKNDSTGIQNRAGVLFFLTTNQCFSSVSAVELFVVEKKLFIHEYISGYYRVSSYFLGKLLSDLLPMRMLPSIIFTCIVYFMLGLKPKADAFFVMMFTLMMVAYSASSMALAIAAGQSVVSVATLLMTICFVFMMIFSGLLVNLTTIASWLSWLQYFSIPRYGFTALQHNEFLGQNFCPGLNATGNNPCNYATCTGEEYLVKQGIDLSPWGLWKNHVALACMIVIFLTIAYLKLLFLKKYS
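Test system: ABCG2 IgMXP3 and barcoded ABCB1 CCRF-Adr cell mix; Schedule: cells with compound and JC-1, 10 min at 25 °C, rotating, no wash; Technique: flow cytometry of retained JC-1 fluorescence; Measure: % inhibition of efflux relative to nicardipine and DMSO; Controls: nicardipine high and DMSO low controls.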
Rac1 wt GTP bind = modulators of human Rac1 wildtype GTP binding; GTP binding activity (% of control), % at 10 µM; GST-Rac1 beads, fluorescent GTP binding, flow cytometry; actives lie on both sides; 0 = cold GTP competed, 100 = untreated; 190,000 tested, 0.27% active; P63000; AID 757;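 active = GTP binding activity at least 20 points away from the 100% control level, either lower or higher; inconclusive = compound flagged as likely green fluorescent, judged across all proteins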
HRas wt GTP = modulators of GTP binding to human HRas wildtype; GTP binding activity, % at 10 µM; 190,000 tested, 0.14% active; GST-Ras wt beads, Bodipy-FL-GTP binding, flow cytometry; actives lie on both sides; P01112;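 active = GTP binding activity at least 20% away from the 100% baseline, either lowered as inhibitor or raised as activator; inconclusive = flagged as likely green fluorescent, judged across all proteins in the well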;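 also: 0% = unlabeled GTP competition control and 100% = no-compound control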
Target sequence (P01112 whole entry, looked up): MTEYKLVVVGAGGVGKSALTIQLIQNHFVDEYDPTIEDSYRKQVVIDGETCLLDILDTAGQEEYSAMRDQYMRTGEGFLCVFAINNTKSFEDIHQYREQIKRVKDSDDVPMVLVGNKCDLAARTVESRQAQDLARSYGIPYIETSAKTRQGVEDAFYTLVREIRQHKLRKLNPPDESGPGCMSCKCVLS
GSH bead fluor = GSH bead compound fluorescence profile. GSH beads flow cytometry, compound fluorescence 488/530 nm; stronger effect = higher value. fluorescence (KMESF) at 10 µM. 190,000 tested, 0.25% active. AID 1776; in the data active = fluorescence above about 89;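 also: glutathione beads carrying GST-tagged Bcl family fusion proteins plus one bare bead set; values are compound well signal with DMSO vehicle wells as background; inactives centre near 16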
Rab7 wt modul = alters GTP binding to wildtype dog Rab7; GST-Rab7 beads, fluorescent GTP binding, flow cytometry; actives lie on both sides; untreated = 100%, excess cold GTP = 0%; GTP binding activity (percent of control), % at 10 µM; 190,000 tested, 0.055% active; AID 758;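 active = fluorescent GTP binding to Rab7 beads changed by at least 20 points from the 100% baseline, either direction, mostly lower; inconclusive = compound itself probably fluorescent, or too few beads counted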;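 also: median green fluorescence of bound Bodipy-FL-GTP per Rab7 bead population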
Cdc42 wt = modulators (inhibitors or activators) of GTP binding to human Cdc42 wildtype | P60953 | GST-Cdc42 beads, Bodipy-GTP binding, flow cytometry; actives lie on both sides | percent activity (GTP binding), % at 10 µM | 190,000 tested, 0.2% active | AID 761;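 active = percent activity GTP binding at least 20 points away from the 100% baseline, either down as inhibitor or up as activator; inconclusive = compound flagged as likely green fluorescent from well-wide comparison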;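 also: median bead fluorescence of bound Bodipy-FL-GTP at 100 nM; 0% = excess unlabeled GTP control and 100% = no compound control; below 100% means less GTP binding so inhibitor and above means activator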
Target sequence (P60953 whole entry, looked up): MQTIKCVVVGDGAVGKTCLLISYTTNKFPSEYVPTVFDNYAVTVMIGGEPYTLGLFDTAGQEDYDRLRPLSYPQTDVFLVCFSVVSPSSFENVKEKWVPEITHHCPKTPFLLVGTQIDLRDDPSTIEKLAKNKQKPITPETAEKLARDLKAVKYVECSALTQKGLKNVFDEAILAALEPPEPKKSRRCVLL
ABCB1 inh = inhibitors of human ABCB1 transporter, ABCG2 counter-screen; CCRF-Adr cells, JC-1 efflux, flow cytometry; inhibition, % at 6.6 µM; 190,000 tested, 0.067% active; AID 1326; in the data active = inhibition above about 40%;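 also: 0% = vehicle and 100% = reference inhibitor; higher value means more JC-1 retained so stronger ABCB1 efflux block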
* marks the source's active call; other numbers are inactive results; ? = inconclusive; . = no result given. No enrichment for hits; overall some 1.1% were active at least once.

SMILES	Pf gamet viab	Rab2A wt mod	Avidin fluor	Rac1 act GTP bind	ABCG2 inh	Rac1 wt GTP bind	HRas wt GTP	GSH bead fluor	Rab7 wt modul	Cdc42 wt	ABCB1 inh
CCOc1ccc(/C=C/C(=O)NCCc2ccc(OC)c(OC)c2)cc1	1	103	11	102	5	104	101	13	101	101	1.2
Cc1cc(=O)oc(C)c1C(=O)N1CCCc2ccccc21	.	96	.	97	1	97	99	13	94	98	0.3
COc1ccc2[nH]cc(C=O)c2c1	-16	103	6	99	0	97	101	21	95	100	-0.1
N#Cc1c(C#N)c(-c2ccccc2)n(-c2ccc(C(=O)O)cc2)c1N	.	90	7	89	2	91	93	4	92	92	0.4
COc1ccc(Nc2nnc(C)c3ccccc23)cc1C(N)=O	-22	99	13	102	3	110	103	12	98	105	0.2
COc1cc(/C=C2\C(=O)NN(c3ccccc3)C2=O)cc([N+](=O)[O-])c1O	-11	91	12	91	-4	92	93	9	95	93	-0.9
Cc1nn(-c2cc(Cl)ccc2Cl)c(C)c1C(=O)O	.	93	9	93	2	95	93	17	91	94	0.4
CCN(c1ccccc1)S(=O)(=O)c1ccc(OC)c(N=N/C(C(=O)Nc2ccccc2)=C(/C)O)c1	.	98	27	95	1	100	101	17	100	100	0.0
Cc1ccc(N2CCN(c3ccc(NCc4nc5ccccc5n4C)cc3)CC2)cc1	-14	89	2	90	10	95	94	7	95	93	1.9
CCc1ccc2nc3n[nH]c(N)c3cc2c1	-20	102	36	102	2	104	103	12	99	106	0.2
CC1(C)CC(=O)c2c(oc3ccc(NS(=O)(=O)c4cccc5cccnc45)cc23)C1	-10	95	8	93	0	97	96	12	104	95	0.3
N#Cc1c(N)oc(-c2ccco2)c1-c1ccco1	.	?	16	?	0	?	?	5	?	?	-0.1
COc1ccccc1OCc1ccc(C(=O)NCc2cccnc2)o1	.	101	12	98	13	100	100	25	100	98	0.4
O=C(CCC(=O)N1CCN(c2ccccn2)CC1)Nc1nnc(C2CCCCC2)s1	.	94	11	93	1	93	96	29	95	96	0.2
CC(C)CSc1nc(N2CCOCC2)c2c(c1C#N)CC(C)(C)SC2	6	102	18	97	6	101	101	11	104	98	0.6
CCOc1ccc(N2C(=O)C(Cl)=C(Nc3ccccc3O)C2=O)cc1	.	97	12	98	16	100	99	22	99	100	2.6
CCn1c(SCC(=O)NC(C)C)nnc1-c1cccs1	.	100	4	99	0	100	100	17	99	101	0.3
NC(=O)C1(S(=O)(=O)c2ccccc2)CCCCC1	14	101	10	100	-1	102	100	28	101	102	0.0
Cc1ccc(-n2cc(CN3CCN(Cc4nccn4C)CC3)c(-c3cccc(C)c3)n2)cc1	-3	100	13	96	2	102	98	13	99	101	2.2
Cc1cc(C)cc(NC(=S)NCc2ccc(F)cc2)c1	-46	101	5	99	-1	104	100	9	102	105	-0.4
CCN(CC(=O)NC(=O)NCc1ccccc1)Cc1nc2ccccc2c(=O)[nH]1	-28	101	25	98	5	98	101	18	102	99	1.5
CC1(C)CN2C(=S)N(c3ccccc3)C(c3ccccc3)N2C1 (stereo not given)	.	97	2	99	0	99	98	31	99	98	0.4
COc1ccc2cc(C(=O)Nc3ccc(F)cc3)sc(=O)c2c1OC	.	100	14	103	3	113	103	11	102	109	0.8
Cc1cccc(N2CCN(S(=O)(=O)c3ccc4c(c3)CCC(=O)N4)CC2C)c1 (stereo not given)	12	99	38	99	0	97	99	14	100	100	0.1
CCc1nc(N)c(C#N)c(-c2ccco2)c1C	.	98	3	98	1	101	96	22	96	95	-0.3

Reformatted: entries from further up
The line under a structure holds: Pf gamet viab | Rab2A wt mod | Avidin fluor | Rac1 act GTP bind | ABCG2 inh | Rac1 wt GTP bind | HRas wt GTP | GSH bead fluor | Rab7 wt modul | Cdc42 wt | ABCB1 inh
- CC1(C)CN2C(=S)N(c3ccccc3)C(c3ccccc3)N2C1 (stereo not given)
    . | 97 | 2 | 99 | 0 | 99 | 98 | 31 | 99 | 98 | 0.4
- CCn1c(SCC(=O)NC(C)C)nnc1-c1cccs1
    . | 100 | 4 | 99 | 0 | 100 | 100 | 17 | 99 | 101 | 0.3
- COc1cc(/C=C2\C(=O)NN(c3ccccc3)C2=O)cc([N+](=O)[O-])c1O
    -11 | 91 | 12 | 91 | -4 | 92 | 93 | 9 | 95 | 93 | -0.9

Continuation:
SMILES	Pf gamet viab	Rab2A wt mod	Avidin fluor	Rac1 act GTP bind	ABCG2 inh	Rac1 wt GTP bind	HRas wt GTP	GSH bead fluor	Rab7 wt modul	Cdc42 wt	ABCB1 inh
COc1ccc(CCn2c(C)nc3c(c(=O)c4ccccc4n3C)c2=O)cc1	4	96	15	99	7	96	98	7	99	103	2.8
Cn1c(C(=O)NCCN2CCOCC2)cc2c(=O)n(C)c3ccccc3c21	.	95	4	99	4	102	95	13	90	97	0.7
Cc1[nH]nc(SCC(=O)N2CCCCCC2)c1[N+](=O)[O-]	8	100	10	98	0	104	100	23	103	100	-0.1
CCCS(=O)(=O)c1nc(S(=O)(=O)c2ccc(C)cc2)c(NCc2ccccn2)s1	4	97	13	96	-1	98	96	11	93	97	0.6
CN(Cc1c(F)cccc1Cl)c1nnnn1-c1ccccc1	.	95	12	95	1	95	97	12	100	91	0.2
Cn1c(C(=O)NCCN2CCc3ccccc3C2)cc2c(=O)[nH]c3ccccc3c21	11	97	7	99	-2	105	101	11	101	102	-7.1
CCn1c(=O)cc(C(=O)OC)sc1=Nc1ccc(F)c(F)c1	.	99	5	99	1	103	97	12	96	106	0.1
COc1ccccc1Nc1nc(N)nc(CSC(=S)N2CCCCC2C)n1 (stereo not given)	16	101	7	99	3	98	99	15	99	97	0.7
CCN(C(=O)COc1cc(=O)n(C)c2ccccc12)c1cccc(Cl)c1	-3	?	14	?	5	?	?	16	?	?	2.0
COc1cccc(C2=NOC(C(=O)Nc3cc(OC)c(OC)c(OC)c3)C2)c1 (stereo not given)	.	104	6	100	3	104	105	27	105	103	1.2
COc1cccc2[nH]c3c(N4CCC(C)CC4)ncnc3c12	.	103	11	101	5	105	103	13	101	106	0.6
COC(=O)c1ccsc1-n1cc(C#N)c(=O)n(C)c1=O	-31	96	25	92	-1	92	97	10	104	92	0.1
NC(=O)c1ccc(N=C2C(=O)Nc3ccc([N+](=O)[O-])cc32)cc1	-12	96	10	93	1	94	90	18	99	95	0.6
CCOC(=O)Cc1nn[nH]n1	-11	97	24	94	1	92	96	10	101	92	0.2
Cc1ccn2c(NC(=O)C(C)(C)Oc3ccc(Cl)cc3)c(-c3cccs3)nc2c1	30	96	12	100	4	102	98	13	96	102	2.5
O=C(NC1CCCCC1)C1CCN(S(=O)(=O)c2cccs2)CC1	-3	102	9	101	2	110	104	17	101	105	0.6
O=C(Cc1cccc2ccccc12)NCC1CCCO1 (stereo not given)	2	103	15	100	3	109	104	29	104	104	0.3
Cc1nc([N+](=O)[O-])c(C(=O)OCc2cccc(Br)c2)n1C	5	101	9	101	54	102	98	12	99	99	0.1
CC1Oc2ccccc2OC1C(=O)Nc1ccccn1 (stereo not given)	-5	?	6	?	-2	?	?	55	?	?	1.6
COc1ccc(C(=O)NCCSCc2ccccc2)cc1OC	-1	99	5	96	7	98	99	19	108	97	0.0
COc1ccccc1-c1noc(CCC(=O)Nc2cc(C(F)(F)F)ccc2Cl)n1	8	103	7	100	5	101	102	67	102	102	1.2
Cc1cc(NC(=O)CSc2nc3ccsc3c(=O)n2CCCCC(=O)O)no1	.	100	9	98	1	99	100	16	102	100	0.4
CCOC(=O)n1c(=O)[nH]c2ccc(Br)cc21	.	91	14	94	2	97	95	14	94	94	0.0
CCOC(=O)c1ccc(-c2cc(C)no2)[nH]1	12	100	2	99	7	103	100	7	103	102	-0.3
C1CCN=C(NC23CC4CC(CC(C4)C2)C3)CC1	.	98	5	101	10	105	101	25	97	103	0.8
SMILES	Pf gamet viab	Rab2A wt mod	Avidin fluor	Rac1 act GTP bind	ABCG2 inh	Rac1 wt GTP bind	HRas wt GTP	GSH bead fluor	Rab7 wt modul	Cdc42 wt	ABCB1 inh
Cc1ccnc(NC(=O)c2ccc(Cl)cc2Cl)n1	-1	101	12	96	5	98	100	24	104	98	0.8
Cc1ccccc1NC(=O)Cn1cccc1	.	105	9	103	2	108	105	12	104	109	0.4
COC(=O)c1ccc(N2C(=O)CC(N3CCOCC3)C2=O)cc1 (stereo not given)	.	100	8	99	0	100	101	56	99	102	0.1
CC(=O)c1ccc(NC(=S)N(C)C2CCN(C)CC2)cc1	-2	99	15	100	1	103	102	10	98	102	-0.5
Cc1ccc(CNCC(=O)Nc2ccc(C)cc2Br)cc1	.	90	12	94	4	93	94	16	93	90	0.3
Cc1ccc(/C=N/NC(=O)c2c[nH]c3ccccc23)s1	.	101	11	100	3	101	103	17	102	100	0.6
O=C(O)c1cc(NCc2ccccc2)ccc1N1CCOCC1	.	100	13	99	2	106	100	17	100	104	0.4
CN(C1CCS(=O)(=O)C1)S(=O)(=O)c1ccccc1 (stereo not given)	38*	97	10	95	3	102	100	17	103	98	0.5
COc1cc(C(=O)Nc2ccc3c(c2)C(=O)N(CCC(=O)O)C3=O)cc(OC)c1OC	-8	101	35	99	40	106	100	21	97	104	-0.4
Cc1ccccc1C(=O)c1c[nH]c(C(=O)NCCc2ccccn2)c1	.	97	14	94	8	98	97	12	105	94	0.8
CCOC(=O)C1(Cc2ccccc2)CCN(Cc2cnn(C(C)C)c2)CC1	.	96	5	98	8	102	96	12	96	98	2.9
COc1ccc(C(=O)C2CCCN(C(=O)C3=CCCC3)C2)c(C)c1 (stereo not given)	3	97	10	96	3	104	99	51	95	101	0.9
Cc1cc(C)n2ncc(C(=O)NCc3cccnc3)c2n1	7	?	35	?	1	?	?	15	?	?	0.2
O=C(NC(NCCCN1CCOCC1)(C(F)(F)F)C(F)(F)F)C1CCCCC1	.	98	6	97	-2	99	98	31	95	101	-1.8
Nc1ccc(-c2nc3ccc(N)cc3o2)cc1	.	91	0	92	-4	94	90	7	89	89	-2.1
CCCCOC(=O)C1[C@H]2C(=O)N(c3ccccc3CC)C[C@]23C=C[C@H]1O3 (stereo not given in full)	.	104	16	100	2	104	106	28	103	108	0.1
CCCCCCn1cnc2c(oc3nc4c(cc32)CCCC4)c1=O	-10	97	14	98	2	98	96	18	99	100	0.3
COc1ccc(COc2ccccc2C(=O)Nc2ccccn2)cc1[N+](=O)[O-]	-7	99	11	99	40	106	100	2	102	103	0.7
CC1(CC(=O)N/N=C/c2cc3c(cc2Br)OCO3)OCCO1	1	98	24	100	3	101	98	20	94	99	0.7
COc1cc(C(=O)NCCN2CCCC2)cc(OC)c1OC	-2	101	6	99	14	101	98	14	94	99	2.2
